Assay outcomes (PubChem BioAssay)
CAL PDZ FP-1: inhibitors of human CAL PDZ peptide binding. purified CAL PDZ, TMR-peptide fluorescence polarization, 1 h. actives 0.02% (n = 330,000). inhibition, % at 20 µM. AID 504414;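 active = highest replicate inhibition of at least 40%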;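 note: plate controls were DMSO neutral control wells for no effect and unlabeled competitor peptide control wells for full effect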
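Control set: unlabelled peptide and DMSO controls / Material: purified CerCALP PDZ construct / Timing: 1 h incubation at room temperature before polarization reading / Doses: 20 µM, one dose / Detection: fluorescence polarization (mP)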
RTF Ca sens act: increases calcium sensitivity of human cardiac regulated thin filaments; IANBD-labeled TnC RTF fluorescence at EC20 calcium; 0% EC20 calcium, 100% full calcium; activation, % at 7.2 µM; actives 0.24% (n = 340,000); P19429+P45379;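 active = activation above the mean over all tested compounds plus 3 SD, cut at about 30% in these data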;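 note: rise in fluorescence read as greater calcium sensitivity of cardiac thin filaments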
V-ATPase pH: yeast V-ATPase proton transport regulation by pHLuorin. S. cerevisiae, pHLuorin cytosolic pH fluorescence. response, % at 10 µM. actives 0.37% (n = 350,000). AID 504577; in the data active = response mostly above about 7.3%, no sharp cut-off; inactive = mostly below about 5.4%; note: actives read high; inactives centre near 0; some compounds called inactive have numbers as strong as hits
Rtt109 Vps75: blocks Candida albicans Rtt109/Vps75 acetyltransferase activity; inhibition, % at 34.9 µM; actives 0.16% (n = 330,000); Q5AAJ8; purified Rtt109/Vps75, ThioGlo CoA-SH fluorescence, 4 h;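 active = inhibition of at least 50% in every replicate; inconclusive = best replicate reaches 50% inhibition but some replicates fall short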
Target sequence (Q5AAJ8 whole entry, looked up): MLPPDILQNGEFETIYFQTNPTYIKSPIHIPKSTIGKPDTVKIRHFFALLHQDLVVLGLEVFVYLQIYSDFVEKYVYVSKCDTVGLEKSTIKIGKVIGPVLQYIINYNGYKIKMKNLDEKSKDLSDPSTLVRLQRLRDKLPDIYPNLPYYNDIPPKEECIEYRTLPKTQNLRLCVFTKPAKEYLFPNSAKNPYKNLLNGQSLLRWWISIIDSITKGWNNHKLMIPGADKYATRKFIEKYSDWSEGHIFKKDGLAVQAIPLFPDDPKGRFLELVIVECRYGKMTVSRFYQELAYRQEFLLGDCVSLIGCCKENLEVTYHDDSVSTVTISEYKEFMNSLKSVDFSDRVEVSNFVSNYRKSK
dFosB act: mouse delta FosB homodimer activation | purified delta FosB, TAMRA-CDK5 oligo fluorescence polarization; percent of positive-control signal above neutral wells | P13346 | actives 0.99% (n = 340,000) | AID 493131 | activation, % at 25 µM;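 active = mean activation above about 17%, with every replicate also reaching it, limit read from the data, passing the limit was not always enough; inconclusive = only one of the two conditions met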;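 note: fluorescence polarization rise as delta FosB binds a TAMRA Cdk5 AP-1 oligo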
Tat export inh: inhibitors of E. coli Tat protein transport; E. coli MC4100 TorA-mCherry Tat export, fluorescence; inhibition, % at 10 µM; actives 0.036% (n = 340,000);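 active = mean replicate inhibition at least 50% and at least half of replicates individually reaching 50%; inconclusive = only one of the two criteria met; inactive = neither criterion met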;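 note: exported cargo escapes ClpAP degradation while cytoplasmic cargo is degraded and loses fluorescence; 0% = median of neutral control wells and 100% = median of NaSCN control wells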
CDK5 p35 inh: inhibitors of human CDK5/p35 kinase. Q00535+Q15078. Recombinant CDK5/p35, ADP-Glo luminescence, 60 min. inhibition, % at 10 µM. actives 0.01% (n = 330,000);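 active = highest replicate inhibition of at least 50% and at least 75% of replicates reaching 50%; inconclusive = only one of the two criteria met; inactive = both criteria failed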;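 note: plate controls were DMSO neutral control for no effect and GW8510 at 10 µM for full effect; many of its hits are not listed in these tables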
Target sequence (Q00535 whole entry, looked up): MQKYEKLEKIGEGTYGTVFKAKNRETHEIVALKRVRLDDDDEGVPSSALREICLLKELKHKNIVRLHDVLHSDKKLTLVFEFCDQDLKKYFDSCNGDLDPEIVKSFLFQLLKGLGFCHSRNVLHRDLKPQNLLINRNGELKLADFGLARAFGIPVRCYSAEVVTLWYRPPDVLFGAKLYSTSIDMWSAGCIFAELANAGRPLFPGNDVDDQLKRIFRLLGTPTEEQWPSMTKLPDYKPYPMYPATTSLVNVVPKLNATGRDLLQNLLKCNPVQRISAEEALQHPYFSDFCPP
Target sequence (Q15078 whole entry, looked up): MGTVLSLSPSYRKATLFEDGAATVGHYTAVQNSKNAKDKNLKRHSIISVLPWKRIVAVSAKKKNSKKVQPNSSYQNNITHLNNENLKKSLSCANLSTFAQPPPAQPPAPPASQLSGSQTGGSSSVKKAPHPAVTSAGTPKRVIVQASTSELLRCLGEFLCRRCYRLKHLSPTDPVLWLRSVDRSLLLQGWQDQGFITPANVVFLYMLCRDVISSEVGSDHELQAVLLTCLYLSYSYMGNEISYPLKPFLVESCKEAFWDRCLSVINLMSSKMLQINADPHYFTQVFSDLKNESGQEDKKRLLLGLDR
MITF TRPM1 HTS: increases MITF-driven TRPM1 promoter luciferase signal. SK-MEL-5 TRPM1-promoter luciferase, 24 h; % of positive control, neutral wells = 0. activation, % at 12.5 µM. actives 0.75% (n = 300,000). AID 588334;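 active = mean activation of at least 80% with every replicate also reaching 80%; inconclusive = mean reaches 80% but some replicate falls short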;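 note: 0% = neutral control wells and 100% = parthenolide positive control wells; values of inactives mirror those of a sister screen read the other way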
Wnt bcat act: Wnt/beta-catenin pathway activation; Wnt/beta-catenin reporter cell assay, activator, plate reader; activation, % at 9.35 µM; actives 1.2% (n = 300,000); AID 743398; in the data active = activation above about 30%, passing the limit was not always enough; inconclusive = no clear call, values can overlap the other calls;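 note: 0% = neutral control wells and 100% = positive control wells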
CAL PDZ FP-2: blocks peptide binding to the human CAL PDZ domain; Q9HD26; purified CAL PDZ, TMR-peptide fluorescence polarization, 1 h; inhibition, % at 24.9 µM; actives 0.92% (n = 300,000); AID 602252;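 active = mean inhibition of at least 30% with at least half of replicates also reaching 30%; inconclusive = no clear call, values can overlap the other calls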;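 note: 0% = DMSO neutral control and 100% = excess unlabeled competitor peptide PRC23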
Active calls of the source: *; ? = inconclusive; · = not tested or not shown.

nr	CAL PDZ FP-1	RTF Ca sens act	V-ATPase pH	SMILES	Rtt109 Vps75	dFosB act	Tat export inh	CDK5 p35 inh	MITF TRPM1 HTS	Wnt bcat act	CAL PDZ FP-2
1	-2.5	-1	-7	CCc1ccccc1NC(=O)CN(C)C(=O)COC(=O)c1c(Cl)cccc1Cl	34	-8	-1	0.4	10	1	0
2	-2.2	0	-2	O=C(/C=C/c1ccccc1)NNC(=O)c1cccs1	1	-2	1	0.0	12	1	-2
3	-2.9	-3	3	C/C(=N\Nc1cc(Cl)nc(C)n1)c1ccc(C)cc1	-10	-6	-4	1.0	22	·	·
4	-0.7	3	-1	C#CCOCCOCCOCCNc1nc(N2CCN(C(=O)CCCCCCCCCCNC(=O)[C@H](CCCCN)n3cc(C)nn3)CC2)nc(N2CCN(C(=O)CCCCCCCCCCNC(=O)[C@@H]([C@H](C)CC)n3cc(CCCCCN)nn3)CC2)n1	?	-227	34	13	-104	·	-17
5	-0.7	1	1	Cc1ccc(NNC(=O)c2c(F)cccc2Cl)cc1Cl	-21	-4	4	0.7	2	-1	-2
6	1.3	3	0	CC(C)C(C(=O)NCC1CCCO1)N(Cc1ccco1)C(=O)CNS(=O)(=O)c1ccccc1 (stereo unspecified)	3	-2	0	-1.1	6	·	-5
7	-2.5	-1	1	COc1cc(/C=N/NC(=S)NCc2ccccc2)ccc1OCC#N	5	0	4	-0.8	9	·	-2
8	-2.6	3	0	O=Nc1c(O)n(Cc2ccc(Cl)c(Cl)c2)c2ccccc12	?	0	7	-2.4	·	2	5
9	-0.9	9	2	CCc1ccc(NC(=O)CCC(=O)Nc2nnc(C(C)C)s2)cc1	8	4	-3	·	7	0	-1
10	-0.3	-3	1	CC[C@H]1CN2CCc3cc(OC)c(OC)cc3C2C[C@@H]1C[C@H]1NCCc2cc(OC)c(OC)cc21 (stereo partly specified)	-14	4	1	1.1	-76	-1	0
11	-0.7	·	1	CCOC(=O)/C(C#N)=C/Nc1ccccc1OC(F)(F)F	1	-6	2	1.2	·	-1	-2
12	-2.7	7	-2	N#CCCN(C(=O)CCl)c1cccc(Cl)c1	6	2	-11	-1.3	-34	0	·
13	-0.5	-2	2	CCOc1ccc(C(=O)NC(=S)Nc2cccnc2)cc1[N+](=O)[O-]	8	0	-4	0.7	0	-4	-3
14	0.3	-1	0	O=S(c1ccccc1)C(c1ccccc1)c1ccccc1 (stereo unspecified)	-6	6	12	-0.5	7	1	·
15	-2.5	0	-2	Cc1ccc(CSC(Nc2ccc(F)cc2)=C(C#N)C#N)cc1	6	-4	-3	-1.6	-9	-7	-1
16	-1.9	-2	-2	CCOC(=O)c1cc(-c2ccccc2)sc1NC(=O)CN1C(=O)c2ccccc2C1=O	-12	-5	-9	0.0	-4	·	-2
17	-2.8	-5	0	O=c1[nH]c(C2CCCN(S(=O)(=O)c3cccc(F)c3)C2)nc2c1nnn2Cc1ccccc1 (stereo unspecified)	2	-11	-3	1.4	-18	2	0
18	-1.4	-3	0	COc1ccc(CN(C#N)c2nc(C)cc(C)n2)cc1	1	-2	-1	-0.2	·	-1	-2
19	-14	-3	-2	Cc1ccc(NC(=O)COc2ncnc3sccc23)cc1S(=O)(=O)N(C)C	-3	-4	-7	-1.4	-6	0	2
20	-0.5	-2	-1	C[C@@]12C(=O)N(c3ccccc3)C(=O)N1[C@@H]1c3ccccc3OC[C@@H]1[C@H]2c1ccccc1	3	-2	4	-1.3	-6	-1	-1
21	-2.1	-1	1	O=C(CSc1nnc2scc(-c3ccc(Cl)cc3)n12)NCc1ccco1	-1	-11	-3	1.2	8	·	-1
22	-0.8	1	2	C=CCSc1nc(N)c(C#N)c(-c2ccccc2)c1C#N	8	-4	-2	0.2	10	-2	·
23	-2.1	-8	-7	O=C(CNc1ccccc1F)Nc1cccc(S(=O)(=O)N2CCCCC2)c1	18	-2	2	2.2	-3	1	-3
24	-0.1	-3	-3	COc1ccc(-n2c(COc3ccccc3)n[nH]c2=S)cc1	-3	-8	-3	1.3	2	0	-2
25	-0.8	0	-4	COc1ccc(N2CCN(CC(=O)NC(=O)NC(C)(C)C)CC2)cc1	5	-2	-10	0.3	-3	-2	3
26	-1.2	5	3	CCOc1ccc(S(=O)(=O)N2CCN(C(=S)NCc3ccccc3)CC2)cc1	-31	-4	0	0.1	7	1	-5
27	-0.6	-8	1	CCOc1ccc(OCCC(=O)NNC(=O)c2ccncc2)cc1	3	3	1	-0.4	1	2	-1
28	-2.6	-11	-1	COc1ccccc1NS(=O)(=O)c1cccc(C(=O)N/N=C(\C)c2ccncc2)c1	-2	-10	2	3.7	6	0	-4
29	-0.4	9	-7	O=C(NCc1ccccc1)c1ccc(CNc2c(N3CCCC3)c(=O)c2=O)cc1	10	-3	1	1.9	-10	-1	3
30	0.4	6	1	CCOC(=O)c1ccc(CNC(=O)CSc2nnc(-c3ccncc3)o2)cc1	10	-2	0	-0.8	4	-3	-2
31	-0.9	0	0	CCOc1ccc(CN2C(=O)c3ccccc3C2=O)cc1C(=O)Nc1nnc(SCC)s1	-11	4	1	-1.2	-3	-2	·
32	-1.2	-1	-2	Cc1ccc(-c2nnc(C)c(N3CCOCC3)n2)cc1	0	0	7	-1.4	11	·	·
33	-1.1	1	-2	CC(C)c1c(C(=O)N/N=C/c2cccc(OCc3ccc(F)cc3)c2)nnn1-c1nonc1N	6	9	-5	0.5	0	1	-5
34	1.5	-3	-3	Cc1cc(C)c2c(CN3CCOCC3)cc(=O)oc2c1C	-8	-4	-4	-1.6	-20	-2	-2
35	0.1	-8	-2	CCCCN(c1ccccc1)c1ncnc(N)c1[N+](=O)[O-]	-8	-5	3	-1.3	12	-5	-4
36	-0.3	-26	-3	CCc1cccc(C)c1NC(=O)c1cc(-c2ccncc2)nc2ccccc12	-1	-17	-3	1.4	9	-1	-3
37	-1.8	0	1	Cc1sc2ncnc(N3CCC(C(=O)Nc4ccc(F)cc4Cl)CC3)c2c1C	1	-2	-3	0.7	·	-1	-2
38	-1.8	1	0	COc1ccc(C(=O)NCCCNC(=O)c2cc3ccccc3[nH]2)cc1OC	-8	-5	-1	-0.7	-11	1	1
39	-1.8	4	11	Cc1cccc(C(=O)NCc2nnc(SCC(=O)NC3=NCCS3)n2C)c1	-5	-2	12	-10.0	-1	-2	0
40	0.4	4	6	COC(=O)CCCC(=O)N1CCCC(CCC(=O)NCc2ccc(F)c(F)c2)C1 (stereo unspecified)	4	-5	2	-1.8	5	0	-1
41	0.6	-32	3	CC1O[C@@H]2O[C@](O[C@H](C)CC[C@@H](C)O)(c3ccccc3)O[C@@H]2C[C@H]1O (stereo partly specified)	-10	3	2	-0.5	·	1	-1
42	-3.8	12	1	Cc1ccc(C(=O)Nn2cnc3scc(-c4cccs4)c3c2=O)c(O)c1	3	0	2	-1.6	-11	·	0
43	-0.7	-4	3	COc1ccc(C(=O)/C=C2/C(=O)Nc3ccccc32)cc1OC	8	-11	-8	1.0	2	1	-3
44	-2.6	0	-1	NC(=O)c1ccccc1N/C=C/C(=O)c1ccco1	-1	3	-4	0.6	46	-3	-1
45	-1.8	2	0	CCC(CC)=N/N=C/c1c(O)n(CC)c2cc(C3=NNC(=O)CC3)ccc12	-12	-18	4	3.6	11	-1	-3
46	-2.6	5	-2	NC1=NC(=O)S/C1=C\c1ccc(O)cc1	11	4	4	4.8	-7	·	-7
47	·	2	6	CCOC(=O)CC(=O)CSc1nc2c(c(C)c1C#N)CCC2	0	-2	3	-0.1	6	·	-5
48	-2.8	2	-3	COc1cccc(NC(=O)/C=C/c2ccccc2[N+](=O)[O-])c1	?	-8	-7	-3.4	56	14	2
49	-0.4	4	3	Cc1ccc(OCc2nnc(SCC(=O)CC(=O)Nc3ccccc3)o2)cc1	3	-8	4	-0.9	-3	14	-4
50	·	-8	-4	Cc1c(N=C2SCC(=O)N2/N=C/c2ccccc2Cl)c(=O)n(-c2ccccc2)n1C	5	-1	-11	0.2	26	0	-5

The results go on:
nr	CAL PDZ FP-1	RTF Ca sens act	V-ATPase pH	SMILES	Rtt109 Vps75	dFosB act	Tat export inh	CDK5 p35 inh	MITF TRPM1 HTS	Wnt bcat act	CAL PDZ FP-2
51	-2.1	6	0	CC(/C=N\NC(=O)c1ccc(C)nc1)=C\c1ccccc1	-1	1	-10	-0.7	38	7	0
52	-2.1	2	-5	c1ccc2sc(NC3=NCN(CC4CCCO4)CN3)nc2c1 (stereo unspecified)	0	-3	-7	-1.0	27	7	6
53	-0.7	3	1	Cc1cccc2cc(C(c3nnnn3CC3CCCO3)N3CCOCC3)c(=O)[nH]c12 (stereo unspecified)	10	-1	-3	-3.3	6	·	0
54	-2.8	2	2	CCC(=O)Nc1cccc(C(=O)/C=C/c2ccc(F)cc2)c1	·	-4	4	2.4	-62	25	-5
55	0.3	2	3	CN(CC(=O)NCc1ccco1)CC(=O)Nc1ccc(F)c(F)c1F	-1	-5	-2	1.7	1	-3	4
56	-1.8	-2	9	CCCNC(=O)CN(C)S(=O)(=O)c1c(C)cc(C)cc1C	1	3	-3	-2.3	0	·	·
57	-2.6	2	2	CCn1cc(C(=O)N2CCN(c3ccc(F)cc3)CC2)c2cc(OC)c(OC)cc2c1=O	-8	-2	-2	0.4	-3	2	-3

3 structures out of the list, arranged by length of the SMILES, low to high:
nr	CAL PDZ FP-1	RTF Ca sens act	V-ATPase pH	SMILES	Rtt109 Vps75	dFosB act	Tat export inh	CDK5 p35 inh	MITF TRPM1 HTS	Wnt bcat act	CAL PDZ FP-2
55	0.3	2	3	CN(CC(=O)NCc1ccco1)CC(=O)Nc1ccc(F)c(F)c1F	-1	-5	-2	1.7	1	-3	4
26	-1.2	5	3	CCOc1ccc(S(=O)(=O)N2CCN(C(=S)NCc3ccccc3)CC2)cc1	-31	-4	0	0.1	7	1	-5
29	-0.4	9	-7	O=C(NCc1ccccc1)c1ccc(CNc2c(N3CCCC3)c(=O)c2=O)cc1	10	-3	1	1.9	-10	-1	3
